Screening data from PubChem.
ROMK mod: ROMK potassium channel modulators, primary screen, cell-based, thallium flux, MLSMR library | hit rate 2% among 130,000 | ATP-sensitive inward rectifier potassium channel 1 (Homo sapiens), P48048 | AID 1918, 2009 | B-score at 10 µM | Tet-inducible ROMK, thallium flux fluorescence; actives lie on both sides;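 active = signal ratio slope over the read window, or its plate-corrected B-score, at least 3 SD from the plate mean, either direction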;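 note: B-score of the F/F0 ratio slope over 7 to 12 s after thallium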
Target sequence (P48048 whole entry, looked up): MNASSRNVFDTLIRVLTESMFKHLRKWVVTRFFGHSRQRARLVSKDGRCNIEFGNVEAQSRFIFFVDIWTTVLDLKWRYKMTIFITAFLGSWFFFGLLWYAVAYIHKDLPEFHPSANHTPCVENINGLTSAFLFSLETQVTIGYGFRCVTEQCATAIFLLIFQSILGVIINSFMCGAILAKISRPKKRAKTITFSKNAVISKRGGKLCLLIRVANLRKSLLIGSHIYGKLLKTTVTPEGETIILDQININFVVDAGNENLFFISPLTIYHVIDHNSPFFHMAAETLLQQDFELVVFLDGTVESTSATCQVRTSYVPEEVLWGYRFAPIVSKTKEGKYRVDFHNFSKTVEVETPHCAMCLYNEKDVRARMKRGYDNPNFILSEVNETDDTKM
TR-FRET SRC-2 ct: TR-FRET signal artefacts, primary screen, artefact control for PPARgamma SRC-2 agonist project, biochemical | TR-FRET ratio at 8 µM | hit rate 0.4% among 200,000 | TR-FRET artefact counter-screen; active compounds read high | AID 1049, 2008; in the data active = TR-FRET ratio above about 2000; note: inactives centre near 1500
bIAP act: bovine intestinal alkaline phosphatase activators, primary screen, biochemical, bovine IAP, CDP-star luminescence | purified bovine IAP, 30 min; active compounds read high; fold of DMSO-control signal, blank-subtracted | activation factor at 20 µM | hit rate 0.17% among 200,000 | alkaline phosphatase, intestinal [Bos taurus];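 active = activation factor of 2 or more at 20 µM, a signal rise over negative controls twice the positive control's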
Redox H2O2 prof: compounds producing H2O2 with reducing agent – biochemical, NIH compound library profiling, artefact control for MLSCN library redox annotation, primary screen | DTT-dependent redox cycling H2O2, phenol red/HRP absorbance; 100% = 100 µM peroxide control, 0% = buffer | activation, % at 10 µM | hit rate 0.03% among 200,000 | AID 878, 2007;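 active = activation of at least 50% relative to the plate's high and low controls in the primary single-dose screen; inactive = activation below 50%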;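 note: compound incubated with DTT at 0.8 mM final as the reducing agent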
PPARg SRC1 recr: PPARgamma agonists recruiting SRC-1 coactivator, primary screen, biochemical. PPARgamma-SRC-1 coactivator recruitment biochemical assay. activation, % at 8 µM. hit rate 0.41% among 200,000. Peroxisome proliferator-activated receptor gamma (Homo sapiens), P37231; in the data active = activation above about 19%;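 note: 0% = DMSO and 100% = reference agonist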
bIAP inhibitor: bovine intestinal alkaline phosphatase inhibitors, primary screen, selectivity assay for TNAP inhibitor project, biochemical, bovine IAP, CDP-star luminescence | purified bovine IAP, 30 min | inhibition, % at 20 µM | alkaline phosphatase, intestinal [Bos taurus] | 190,000 tested, under 10 active | AID 1019, 2008;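 active = over 50% inhibition of intestinal alkaline phosphatase at 20 µM in the single-dose screen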
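Incubation: 30 min reaction at room temperature / Material: purified bovine intestinal alkaline phosphatase (IAP) enzyme / Input: enzyme at 1/65,000,000 dilution / Dosing: 20 µM single dose / Signal: CDP-star luminescence signal / Reagent: CDP-star chemiluminescent phosphatase substrate, 30 µM final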
PPARg SRC3 recr: PPARgamma agonists recruiting SRC-3 coactivator, primary screen, biochemical | activation, % at 8 µM | biochemical PPARgamma/SRC-3 coactivator recruitment assay | AID 731, 2007 | Peroxisome proliferator-activated receptor gamma (Homo sapiens), P37231 | hit rate 0.26% among 200,000; in the data active = activation above about 23%;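 note: 0% = DMSO and 100% = reference agonist; some compounds past the cut are filed as inactive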
L major viab: Leishmania major promastigote growth inhibition, primary screen. Leishmania major promastigotes, resazurin fluorescence viability. inhibition, % at 10 µM. hit rate 9% among 200,000; in the data active = inhibition above about 50%;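 note: promastigotes grown with compound for 44 hours at 28 °C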
PPARg SRC-2 ag: agonists of PPARg-SRC-2 recruitment, primary screen, biochemical, HTS; Peroxisome proliferator-activated receptor gamma (Homo sapiens), P37231; hit rate 0.34% among 200,000; activation, % at 8 µM; PPARgamma LBD-SRC-2 recruitment; AID 1032, 2008; in the data active = activation above about 22%;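 note: 0% = vehicle and 100% = reference agonist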
TLR4 MyD88 comp: inhibitors of TLR4-MyD88 association in cells, primary screen, cell-based, HeLa CL3-4, BLA complementation, FRET ratio; Toll-like receptor 4 (Homo sapiens) + Myeloid differentiation primary response protein …; HeLa CL3-4 TLR4/MyD88 BLA complementation; AID 861, 2007; inhibition, % at 8.4 µM; hit rate 0.18% among 200,000; in the data active = inhibition above about 25%;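 note: 0% = vehicle and 100% = reference inhibitor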
S1P3 antagonist: S1P3 receptor antagonists, primary screen, cell-based; inhibition, % at 4.98 µM; hit rate 0.27% among 170,000; CHO S1P3 NFAT-BLA reporter, FRET fluorescence, antagonist mode; Sphingosine 1-phosphate receptor 3 (Homo sapiens), Q99500;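 active = inhibition above the plate cutoff, the mean inhibition of test wells on that plate plus 3 SD, cut at about 28% in these data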;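 note: cells challenged with S1P at its EC80 of 0.8 µM; blue over green emission ratio from cleaved BLA substrate after 4 h stimulation; 0% = S1P-stimulated wells and 100% = unstimulated DMSO-only wells; some compounds past the cut are filed as inactive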
Target sequence (Q99500 whole entry, looked up): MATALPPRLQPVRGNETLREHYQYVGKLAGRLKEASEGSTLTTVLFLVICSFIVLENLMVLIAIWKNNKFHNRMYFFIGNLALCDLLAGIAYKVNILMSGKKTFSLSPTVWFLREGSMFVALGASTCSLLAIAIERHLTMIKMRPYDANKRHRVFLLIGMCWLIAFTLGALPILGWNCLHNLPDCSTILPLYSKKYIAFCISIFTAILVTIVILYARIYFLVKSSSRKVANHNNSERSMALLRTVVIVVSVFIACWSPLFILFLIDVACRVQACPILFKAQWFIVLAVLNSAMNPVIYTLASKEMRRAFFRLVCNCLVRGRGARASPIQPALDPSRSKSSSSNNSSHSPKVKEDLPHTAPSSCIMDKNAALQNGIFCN
* marks the source's active call; other numbers are inactive results; nt = no result given; & = joins results of further samples.

SMILES	ROMK mod	TR-FRET SRC-2 ct	bIAP act	Redox H2O2 prof	PPARg SRC1 recr	bIAP inhibitor	PPARg SRC3 recr	L major viab	PPARg SRC-2 ag	TLR4 MyD88 comp	S1P3 antagonist
COC(=O)c1ccc(Oc2nc(N3CCCCC3)nc(N3CCOCC3)n2)cc1	-1.7	1398	0.9	2.3	-10	6	-15	6	-4	-5	18
CC(Cc1ccccc1)C(=O)Nc1ccccc1 (stereo not drawn)	-0.55	1548	1	-0.6	10	-5	6	-6	10	-6	-10
CCn1c(SCC(=O)N(C(C)C)C(C)C)nnc1-c1cc2ccccc2cc1O	nt	1560	1	0.8	7	-5	6	14	2	11	-12
COc1ccc(C)cc1NC(=O)C(Sc1nnc(Nc2cc(C)ccc2OC)s1)c1ccccc1 (stereo not drawn)	1.4	1532	1	1.2	5	2	3	24	11	9	-20
CSc1ncc(Cl)c(C(=O)C(C#N)c2nc3c(C)cc(C)cc3c(=O)[nH]2)n1 (stereo not drawn)	-0.14	1850	0.8	-1.2	3	16	4	-8	6	-5	24
CNC(=O)COC(=O)c1cc(=O)[nH]c2ccccc12	nt	1636	1	-7.2	1	2	11	-6	5	8	nt
Cc1cccc2cc(CN(CC3CCCO3)C(=O)c3ccco3)c3nnnn3c12 (stereo not drawn)	1.3	1360	1.1	7.4	-6	-10	1	-5	-2	-2	3
CCOc1ccc(CCNC(=O)COC(=O)c2ccccc2O)cc1OCC	-0.092	1686	1	-0.5	14	0	5	82*	2	2	-11
CN(C)CCCN(C(=O)COc1ccccc1)c1nc2c(F)cccc2s1	-0.34	1520	1	-1.4	0	2	1	-4	-3	-13	9
CC(C)Oc1ccc(N2CC(C(=O)Nc3ccccc3F)CC2=O)cc1 (stereo not drawn)	0.36	1441	0.9	0.8	1	6	1	-5	-5	9	-25
O=C(c1cccnc1)N1CCN(C(=O)c2cccs2)CC1	0.78	1476	0.9	-0.4	-1	6	-1	-2	4	6	-27
O=S(=O)(c1ccc(Cl)cc1)c1snnc1-c1ccccc1	0.0033	1502	0.4	0.3	0	nt	1	100*	5	17	nt
Cc1ccc(-c2nc(CS(=O)CC(=O)NCc3ccc(Cl)cc3)c(C)o2)cc1 (stereo not drawn)	nt	1538	1	-1.6	12	3	3	8	6	5	-24
O=C(NNC1OC(CO)C(O)C(O)C1O)c1cccnc1 (stereo not drawn)	0.95	1425	1.1	0.1	-2	-6	0	-6	-9	3	-5
COc1ccc(CC(=O)NCC(=O)N/N=C(/C)c2ccco2)cc1	-0.26	1586	1	-0.6	-5	2	1	0	1	15	9
Cn1c(SCC(=O)c2cc3ccccc3o2)nnc1-c1ccccc1	nt	1672	1	-0.5	5	2	12	-7	12	-6	-5
COc1cccc(OCc2nc3ncc(Br)cc3[nH]2)c1	3.3	1541	0.9	1.1	1	12	8	7	-5	-13	14
Cc1cnc(C(=O)OCC(=O)N(C(C)C)C(C)C)cn1	nt	1461	0.9	1.4	1	6	3	-2	-11	2	nt
Cc1ccc(NC(=O)C2CCCN2S(=O)(=O)c2ccc3c(c2)n(C)c(=O)c(=O)n3C)cc1C (stereo not drawn)	1.8	1559	1.1	0.3	-5	-11	-1	0	-4	2	6
COc1ccc(-n2c(=S)[nH]c3cc(C(=O)NCc4ccco4)ccc3c2=O)cc1OC	1.1	1676&1349	1&1	2.0&0.0	2&-7	4&-3	5&0	-3&0	0&-2	12&8	-4

Shown with two lines to a compound: part of the list above
Order of results – ROMK mod, TR-FRET SRC-2 ct, bIAP act, Redox H2O2 prof, PPARg SRC1 recr, bIAP inhibitor, PPARg SRC3 recr, L major viab, PPARg SRC-2 ag, TLR4 MyD88 comp, S1P3 antagonist
- COc1cccc(OCc2nc3ncc(Br)cc3[nH]2)c1
→ 3.3, 1541, 0.9, 1.1, 1, 12, 8, 7, -5, -13, 14
- Cc1cccc2cc(CN(CC3CCCO3)C(=O)c3ccco3)c3nnnn3c12 (stereo not drawn)
→ 1.3, 1360, 1.1, 7.4, -6, -10, 1, -5, -2, -2, 3

Next section.
SMILES	ROMK mod	TR-FRET SRC-2 ct	bIAP act	Redox H2O2 prof	PPARg SRC1 recr	bIAP inhibitor	PPARg SRC3 recr	L major viab	PPARg SRC-2 ag	TLR4 MyD88 comp	S1P3 antagonist
O=C(O)c1ccc(Nc2nc(-c3ccccc3)c3ccccc3n2)cc1	-0.6	1533	1.1	-1.7	6	-6	0	20	8	-10	-9
O=C(Cc1ccc(-n2cccc2)cc1)N1CCc2ccccc21	-0.056	1360	1	2.6	-3	3	-6	-6	0	3	25
C/C(=N\NC(=S)Nc1cccc(C)c1)c1ccccc1	1.4	1552	0.9	-8.2	2	9	8	-4	-3	1	nt
CCCCC(=O)N/N=C(\C)CC(=O)Nc1cc(Cl)ccc1OC	nt	1629	1	-1.5	1	-1	7	-2	6	-8	nt
CN(c1ccc(C(=O)NCCSC(C)(C)C)cc1)S(C)(=O)=O	nt	1378	0.9	0.2	2	12	1	-8	-2	-7	2
CCOc1ccc(CC(=O)Nc2ccc(-c3ccc4nnc(C)n4n3)cc2)cc1	0.63	1498	1	-0.1	-4	-4	-5	12	-14	5	-1
CCC(C)NC(=O)CSc1nnc(-c2ccncc2)n1-c1ccc(OC)cc1 (stereo not drawn)	0.75	1558	1	-0.2	4	2	-3	-6	5	-11	-5
CCOC(=O)c1cccc(NC(=O)CS(=O)(=O)Cc2nc(-c3cccc(OC)c3)oc2C)c1	nt	1437	1	-1.9	-1	-4	2	-5	-2	2	31
COc1ccc(C(=O)C(/C=N/O)=N/Nc2ccc(F)cc2)cc1	0.12	1559	0.8	-0.1	-4	17	1	5	6	4	5
COc1cccc(CC(NC(C)=O)C(=O)NC2CCN(S(=O)(=O)c3ccc(NC(C)=O)cc3)CC2)c1 (stereo not drawn)	0.39	1626	1	-0.9	0	-5	1	-6	-2	9	-4
O=C1/C(=C/c2ccc(O)cc2)CCc2ccc([N+](=O)[O-])cc21	-0.46	1570	1	0.1	-1	3	3	9	1	-9	11
CC(=O)N1CCN(CCN=CC2=C(O)CC(c3ccco3)CC2=O)CC1 (stereo not drawn)	nt	1498	1	-3.2	8	-3	-3	-4	7	8	-12
O=C(Cc1ccccc1)NCC(=O)N1CCCCCC1	0.53	1610	1	-0.1	0	-3	4	-7	3	-1	nt
COc1ccc(CNC(=O)C2COc3ccccc3O2)cc1 (stereo not drawn)	-0.01	1541	0.8	1.1	0	24	3	1	-4	18	-2
COC(=O)CS(=O)(=O)c1cc([N+](=O)[O-])ccc1NC(=O)OC	0.3	1527	1.1	-0.3	10	-8	-3	-6	-2	5	-9
Cc1ccc(C(=O)Oc2cccc(NC(=O)c3ccco3)c2)cc1S(=O)(=O)N1CCC(C)CC1	-0.24	1380	0.9	0.3	-12	6	-4	43	-6	-20	nt
COC(=O)CN(C)C1CC(=O)N(c2ccc(Cl)cc2)C1=O (stereo not drawn)	nt	1528	1.1	-2.0	-3	-13	7	-7	2	-11	-47
COc1cc([N+](=O)[O-])ccc1NC(=O)Cn1ccsc1=N	0.041	1570	1	0.6	10	2	1	4	5	3	-6
CCn1c(COc2ccccc2C)nnc1SCC(=O)CC(=O)Nc1ccccc1OC	nt	1622	1	1.8	3	0	10	-11	2	-5	-10
O=C(NCCc1ccccc1)C(=O)NCC1CCNCC1	-0.48	1605	1	-0.6	-3	1	-1	-4	10	-3	-11
CCOC(=O)Cn1nc(C)c(NC(=O)COc2cccc(Cl)c2)c1C	-0.25	1620	1	-0.5	11	-3	2	-6	6	-4	1
COc1ccc(CCNC(=O)CSc2nnnn2-c2ccccc2OC)cc1OC	nt	1628	0.9	-0.5	-3	7	10	-1	13	-6	-6
COC(=O)c1[nH]c(C)c(/C(O)=C2\C(=O)C(=O)N(CCCN3CCOCC3)C2c2ccccn2)c1C (stereo not drawn)	nt	1556	1	3.1	1	1	2	-2	-3	0	-6
CCNc1nc(NC(C)C)nc(N(C#N)CCOc2ccccc2)n1	nt	1536	0.9	-1.9	-2	7	0	19	5	3	nt
Cc1cccc(CN2CCN(Cc3cnn(-c4ccccc4F)c3)CC2CCO)n1 (stereo not drawn)	1.6	1540	1.2	-1.0	8	-15	0	3	3	-10	-9
O=C(CN1CCC(C(=O)c2cccc(Cl)c2)CC1)Nc1cccc(C(=O)O)c1	0.19	1350	1.1	-0.2	1	-10	3	-5	-4	-1	-1
CC(C)=CCc1c2c(c3occ(-c4ccc(O)cc4)c(=O)c3c1O)C=CC(C)(C)O2	-0.16	1669	0.5	-0.4	7	46	4	12	5	7	-2
COc1cccc(NC(=O)N(CCCN2CCOCC2)C(C)c2cc3cccc(OC)c3o2)c1 (stereo not drawn)	-0.72	1488	1.1	0.4	-4	-12	-7	13	-3	1	-2
Cc1noc(C)c1COc1ccc(C(=O)OCc2nnc(-c3ccc(Cl)cc3)o2)cc1	nt	1710	1	-0.1	2	-2	-2	1	8	17	18
CN(Cc1cccc(F)c1)CC(O)COCc1ccccc1Cl (stereo not drawn)	-2.1	1568	0.9	0.0	-4	11	-6	31	-9	-6	3
COc1cccc(C(=O)NNC(=O)c2ccccc2Br)c1	nt	1627	1.2	1.4	8	-15	7	-5	7	-2	nt
Cc1ccc(CC(=O)N2CCN(c3ccccn3)CC2)cc1	-0.53	1466	1	0.1	5	-4	9	-2	-2	14	nt
CN(Cc1ccccc1)C(=O)C1CCN(S(=O)(=O)c2cc([N+](=O)[O-])ccc2Cl)CC1	nt	1685	0.7	-0.1	5	26	4	22	9	-17	-10
Cc1cc(NC(=O)COC(=O)C(Nc2ccc(C(F)(F)F)cc2Cl)C(C)C)no1 (stereo not drawn)	nt	1515	0.8	2.4	-4	22	-6	11	-3	1	-3
CCCCc1c(C)c2ccc(OCC(C)=O)cc2oc1=O	-1.3	1316	0.9	-0.5	0	5	6	1	-6	5	nt
CCSc1ncc(Cl)c(C(=O)Nc2ccccc2)n1	nt	1554	1	0.1	3	-1	2	-2	-3	0	-2
COC(=O)c1cncc(O)c1	0.085	1549	1	0.0	-7	0	-3	-7	11	13	nt
Nc1c(Nc2ccccc2)c2ccccc2oc1=O	-1.6	1614	0.7	0.0	11	27	9	-8	13	2	9
c1ccc(Oc2cc(-c3ccccc3)ncn2)cc1	nt	1641	1	13	3	-3	0	-8	10	13	nt
N#CCSc1nnc(-c2ccccc2)c(-c2ccccc2)n1	-0.026	1450	0.8	-0.4	8	16	2	10	5	-2	14
COCCNC(=O)/C(C#N)=C/C(C)=C/c1ccccc1	nt	1434	1	nt	-1	1	6	74*	4	-7	0
Cc1cccc(NC(=S)N(C)Cc2cn(C)c3ccccc23)c1	-0.0091	1546	1.1	-0.3	8	-13	4	69*	2	-19	8
